BioA inh: inhibitors of Mycobacterium tuberculosis BioA enzyme | purified M. tuberculosis BioA enzyme, plate reader | inhibition, % at 9.99 µM | 360,000 compounds, 0.096% hits; in the data active means inhibition above about 40%
VHR inh abs: DUSP3 (human) phosphatase inhibition; P51452; recombinant VHR phosphatase, pNPP absorbance; inhibition, % at 13.3 µM; 290,000 compounds, 0.52% hits; in the data active means inhibition above about 50%; further: some compounds called inactive have numbers as strong as hits
Target sequence (P51452 whole entry, looked up): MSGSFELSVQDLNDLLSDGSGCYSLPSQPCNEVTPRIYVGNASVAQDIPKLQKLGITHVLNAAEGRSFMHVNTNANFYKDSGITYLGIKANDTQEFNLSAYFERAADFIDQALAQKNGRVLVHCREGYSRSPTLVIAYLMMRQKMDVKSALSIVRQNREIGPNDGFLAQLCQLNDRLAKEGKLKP
MazF activator: increases E. coli MazEF RNase cleavage of RNA; FAM/BHQ RNA-DNA oligo cleavage fluorescence, 5 h; activation, % at 20 µM; 350,000 compounds, 0.32% hits; P0AE70; in the data active means activation above about 50%
Target sequence (P0AE70 whole entry, looked up): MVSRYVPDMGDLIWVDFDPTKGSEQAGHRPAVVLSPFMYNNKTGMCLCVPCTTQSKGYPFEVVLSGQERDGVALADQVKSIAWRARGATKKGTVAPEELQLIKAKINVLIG
Vc quorum ag: inducers of Vibrio cholerae quorum light production without autoinducers | V. cholerae BH1578 lux reporter, luminescence, 6 h | activation, % at 18.7 µM | 350,000 compounds, 0.16% hits; in the data active means activation mostly above about 9.7%, no sharp cut-off; further: not every result past the cut was called active; inactives centre near 0; reference of the scale not given here
GDH-TPI counter: counter-screen for M. tuberculosis FBA inhibitors: GDH-TPI coupled enzymes. GDH-TPI coupled enzyme counterscreen, NADH absorbance. inhibition, % at 4.8 µM. 360,000 compounds, 1.2% hits. AID 588335; in the data active means inhibition above about 30%;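 further: 0% = DMSO wells and 100% = wells lacking the enzyme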
SARS 3CLpro inh: SARS-CoV 3CLpro protease inhibition | P0C6X7 | recombinant SARS-CoV 3CLpro, quenched FRET peptide cleavage | inhibition, % at 6 µM | 290,000 compounds, 0.14% hits | AID 1706; in the data active means inhibition above about 12%
UGM FP inh: Mtb UDP-galactopyranose mutase inhibition; P9WIQ1; purified UGM, fluorescence polarization probe displacement; inhibition, % at 10 µM; 320,000 compounds, 0.06% hits; AID 504406; in the data active means inhibition above about 10%, passing the limit was not always enough
Target sequence (P9WIQ1 whole entry, looked up): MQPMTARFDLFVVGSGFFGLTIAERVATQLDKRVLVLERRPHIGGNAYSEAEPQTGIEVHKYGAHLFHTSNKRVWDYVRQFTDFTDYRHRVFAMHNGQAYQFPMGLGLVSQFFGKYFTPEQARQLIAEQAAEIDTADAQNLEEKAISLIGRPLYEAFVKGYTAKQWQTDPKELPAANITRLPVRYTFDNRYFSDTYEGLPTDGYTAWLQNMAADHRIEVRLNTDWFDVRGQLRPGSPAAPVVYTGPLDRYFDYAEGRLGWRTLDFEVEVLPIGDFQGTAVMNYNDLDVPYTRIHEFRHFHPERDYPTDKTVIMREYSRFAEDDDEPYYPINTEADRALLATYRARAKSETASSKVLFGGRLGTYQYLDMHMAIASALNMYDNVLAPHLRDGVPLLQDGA
Rv3671c protease: inhibitors of M. tuberculosis serine protease Rv3671c | inhibition, % at 5.96 µM | 320,000 compounds, 0.048% hits; in the data active means inhibition above about 38%;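 further: extracellular domain of Rv3671c used as enzyme; 0% = enzyme with DMSO and 100% = no enzyme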
Mtb FBA inh: inhibitors of M. tuberculosis fructose-bisphosphate aldolase; P9WQA3; purified M. tuberculosis FBA, fluorescence read-out; inhibition, % at 1 µM; 360,000 compounds, 2.3% hits; AID 588726; in the data active means inhibition above about 27%;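 further: 0% = vehicle and 100% = reference inhibitor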
Target sequence (P9WQA3 whole entry, looked up): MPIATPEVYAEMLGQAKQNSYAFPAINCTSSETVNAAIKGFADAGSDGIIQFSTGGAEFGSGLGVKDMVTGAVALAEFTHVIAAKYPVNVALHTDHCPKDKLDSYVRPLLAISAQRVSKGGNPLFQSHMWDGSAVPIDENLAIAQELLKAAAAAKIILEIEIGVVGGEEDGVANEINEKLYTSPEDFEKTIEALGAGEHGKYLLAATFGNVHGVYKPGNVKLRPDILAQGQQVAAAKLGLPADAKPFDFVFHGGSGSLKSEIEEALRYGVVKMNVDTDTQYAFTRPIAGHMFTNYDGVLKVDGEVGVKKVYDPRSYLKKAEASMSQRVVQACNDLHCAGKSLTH
SSB-PriA inh: inhibitors of Klebsiella pneumoniae PriA binding to SSB C-terminal tail; AlphaScreen SSBct-PriA binding, biotinylated peptide; inhibition, % at 33 µM; 430,000 compounds, 0.6% hits; AID 1272365; in the data active means inhibition mostly above about 37%, no sharp cut-off; inactive means mostly below about 20%;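 further: plate controls were negative control peptide for no effect and reference peptide for full effect; strong numbers were not always called active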
Numbers without * were called inactive; i = inactive; x = not tested or not shown; & = joins results of further samples.

A first look, 3 compounds:
Second line of a record – BioA inh	VHR inh abs	MazF activator	Vc quorum ag	GDH-TPI counter	SARS 3CLpro inh	UGM FP inh	Rv3671c protease	Mtb FBA inh	SSB-PriA inh
#1 Cc1c(CCC(=O)N2CCC[C@H]2C(=O)O)c(=O)oc2c(C)c3oc4c(c3cc12)CCCC4
→ 1.0	13	-6	-0.4	27	3	-1.7	-6	26	8
#2 Cc1ccc(C(CC(=O)O)Nc2nc(N3CCCCC3)nc(N3CCCCC3)n2)cc1 (configuration not stated)
→ x	19	-4	i	-12	-1	0.3	-2	-3	9
#3 CCOc1ccc(C(=O)CSc2nnc3ccccn23)cc1
→ x	43	10	0.7	-4	-4	3.0	7	1	-14

The listing, repeating the preview:
Second line of a record – BioA inh	VHR inh abs	MazF activator	Vc quorum ag	GDH-TPI counter	SARS 3CLpro inh	UGM FP inh	Rv3671c protease	Mtb FBA inh	SSB-PriA inh
#1 Cc1c(CCC(=O)N2CCC[C@H]2C(=O)O)c(=O)oc2c(C)c3oc4c(c3cc12)CCCC4
→ 1.0	13	-6	-0.4	27	3	-1.7	-6	26	8
#2 Cc1ccc(C(CC(=O)O)Nc2nc(N3CCCCC3)nc(N3CCCCC3)n2)cc1 (configuration not stated)
→ x	19	-4	i	-12	-1	0.3	-2	-3	9
#3 CCOc1ccc(C(=O)CSc2nnc3ccccn23)cc1
→ x	43	10	0.7	-4	-4	3.0	7	1	-14
#4 O=[N+]([O-])c1ccccc1CN1CCN(S(=O)(=O)c2ccccc2)CC1
→ x	x	5	i	1	x	-0.7	-3	0	1
#5 CCN(CC)C(=S)SC1CCCCN(C(=O)c2ccccc2)C1=O (configuration not stated)
→ x	25	0	i	-10	-2	-2.6	5	2	-15
#6 Cc1ccc(NS(=O)(=O)c2cc(C(=O)NCCCN(C)C)ccc2Cl)cc1Cl
→ 1.5	x	2	-0.3	-2	x	x	x	0	-10
#7 CNC(=S)N1N=C(c2ccc(Br)cc2)CC1c1ccc(Br)cc1 (configuration not stated)
→ 0.1	23	-11	-6.2	24	-1	-3.7	-19	2	3
#8 Cc1nc(C(F)(F)F)ccc1C(=O)NN1CCOCC1
→ -1.0	11	-1	-10	0	-4	1.1	2	7	9
#9 CCCn1c(N)c(N2CCCCC2)c(=O)n(CC(=O)Nc2ccccc2C(F)(F)F)c1=O
→ 1.7	x	15	-0.8	-12	x	-0.7	1	-1	-3
#10 COc1ccc(NCC(=O)n2c(C)c(C)c3ccccc32)cc1
→ 0.2	24	3	-0.3	6	4	-0.5	7	1	5
#11 CCN(CC)S(=O)(=O)c1ccc(-c2nnc(SCC(C)=O)o2)cc1
→ 0.6	2	9	-2.9	11	-1	0.9	-1	-1	1
#12 CCC(C)NC(=O)COC(=O)c1ccccc1OCC(=O)Nc1ccc(Br)cc1 (configuration not stated)
→ x	0	-96	-0.4	4	1	0.2	9	3	-21
#13 COc1cc(/C=C(/C#N)C(=O)NC(C)c2ccccc2)cc(OC)c1O (configuration not stated)
→ -0.9	12	13	-0.2	5	-6	-6.3	-2	-28	-9
#14 COCOCCn1cc(CN2CCS(=O)(=O)N(Cc3ccc(-c4cccc(CO)c4)cc3)C(CC(C)C)C2=O)nn1 (configuration not stated)
→ 4.2	x	1	0.0	-11	x	x	x	4	x
#15 CN(CCO)C(=O)c1c(NC(=O)c2ccccc2)sc2c1CCCC2
→ -1.2	17	2	i	16	2	1.1	-4	-1	-8
#16 CCCCCCc1cc2cc(-c3nnc(-c4ccccc4)o3)c(=O)oc2cc1O
→ -4.6	16	-148	3.1	4	4	-1.8	-4	5	2
#17 O=C(Cn1nc(C(=O)O)c2ccccc2c1=O)Nc1ccc(Cl)c(S(=O)(=O)N2CCOCC2)c1
→ 0.8	x	-2	2.9	4	x	0.8	-46	3	-9
#18 Cc1cc(NC(=O)COC(=O)c2c(C)nn(Cc3ccccc3)c2Cl)no1
→ 2.9	-6	-13	-3.8	4	1	-0.4	-1	-4	-18
#19 COc1c[nH]n(C2CCCCC2)c(=O)c1=O
→ 0.1	18	1	-0.6	-6	0	0.4	3	0	-2
#20 O=C(CN(CC1CCCO1)C(=O)CNS(=O)(=O)c1ccc(Cl)cc1)NCCc1ccccc1 (configuration not stated)
→ -0.4	26	-9	i	4	-3	3.0	-3	3	-7
#21 COc1ccc(C2=C/C(=C/c3cccnc3)C(=O)O2)cc1OC
→ x	3	-60	-0.4	4	-3	0.6	-8	-1	-8
#22 CC(=O)NC(c1ccccc1)c1nc2ccccc2[nH]1 (configuration not stated)
→ -0.2	-2	6	-0.3	1	2	1.5	-5	6	6
#23 Clc1ccc(-n2ncc3c(NCCCn4ccnc4)ncnc32)cc1
→ -2.4	35	25	i	9	2	1.9	-1	4	-11
#24 CC1CCC(NC(=O)c2cccc(S(=O)(=O)N3CCN(C)CC3)c2)CC1 (configuration not stated)
→ -1.0	x	-8	i	1	x	1.0	10	1	7
#25 CN1C(C(=O)Nc2ncccn2)=C(O)c2ccccc2S1(=O)=O
→ -2.3	24	3	-0.3	21	-1	0.2	x	5	-2
#26 Cc1cc(F)ccc1NC(=O)c1ccc(NS(=O)(=O)c2cccs2)cc1
→ 0.7	x	-6	1.3	-7	x	x	x	-1	x
#27 COc1ccccc1C(CNC(=O)C(CCSC)NS(=O)(=O)c1ccccc1F)N1CCCC1 (configuration not stated)
→ x	x	4	-0.1	2	x	1.2	10	5	-13
#28 Cc1cccc(C(=O)OCc2cc3ccccc3[nH]c2=O)c1
→ 6.4	6	77*	-0.6	7	3	-0.8	2	4	-15
#29 [N-]=C=C1C(=S)NC(=O)[C@H]([n+]2ccccc2)[C@H]1c1ccc(Cl)cc1
→ 0.1	3	-4	i	14	9	-3.1	-7	1	-2
#30 CCOC(=O)c1sc2nc3c(SCC(=O)O)cc(C(=O)c4ccccc4O)cn3c(=O)c2c1C
→ x	x	-24	0.1	1	1	-0.4	-18	-3	-12
#31 CCOc1ccc(/C=C2\SC(=S)N(CC(=O)Nc3ccccn3)C2=O)cc1
→ -0.8	-7	17	-0.1	-3	-1	-3.7	1	1	1
#32 O=C(NCC1CCN(c2ccc(S(=O)(=O)N3CCOCC3)cc2)CC1)Nc1ccccc1F
→ -1.3	22	4	-2.3	3	-7	-1.4	3	-1	-1
#33 CN1C(=O)C2(CCCCC2)C1c1ccccc1 (configuration not stated)
→ -1.7	x	4	-1.1	12	x	x	x	2	-3
#34 CCc1ccc2c(CN(C)Cc3ccc(OC(F)F)c(OC)c3)cc(=O)oc2c1
→ -0.2	7	9	-0.9	-5	2	0.5	-3	0	-21
#35 CCN(c1ccccc1)S(=O)(=O)c1ccc2c(c1)N(C(C)=O)CCO2
→ 0.1	14	3	-0.3	9	-5	1.1	-1	0	7
#36 O=C(NC(=S)N1CCCCCC1)C1CC1
→ x	8	-2	-0.3	8	-4	-1.6	2	1	-6
#37 CC12CCC(=O)N1C(C(=O)NNC(=O)COc1ccccc1Cl)CS2 (configuration not stated)
→ x	x	2	-2.7	-4	x	0.1	-2	0	-6
#38 COc1ccc(NC(=O)Nc2nc(C)cc(C)n2)c(OC)c1
→ -1.3	-4	3	-1.1	-8	4	3.5	-8	1	-2
#39 CCn1c(C)c(C)c2cc(C(=O)NCCN3CCCCCC3)ccc21
→ -0.4	13	12	-0.1	8	-3	-1.1	-7	3	6
#40 CCCc1nc2ccccc2c(=O)n1/N=C/c1c(C)[nH]n(-c2ccc(C)cc2)c1=O
→ x	19	-7	-0.2	5	0	2.5	-4	1	x
#41 O=C(CSc1nnc(-c2cccnc2)n1Cc1ccco1)Nc1nc(-c2ccc(F)cc2)cs1
→ -1.5	26	-2	12	-13	3	-5.6	-1	-2	9
#42 C[C@H](CO)N1C[C@H](C)[C@@H](CN(C)Cc2ccc(C(=O)O)cc2)Oc2c(NC(=O)c3ccncc3)cccc2C1=O
→ 3.2&-0.1	x	-1	i	-11	x	-3.2	-1	1	-10
#43 CCN1C(=O)N[C@@H](c2cccs2)C(C(C)=O)=C1C
→ -1.3	-4	2	i	17	x	-1.1	-2	2	-5
#44 CCc1ccc(/C=C/C(=O)C2C(=O)c3ccccc3C2=O)cc1
→ x	-8	-10	i	39*	5	3.4	7	-1	4
#45 CS(=O)(=O)N(CC(=O)NCC1CCCO1)c1cccc([N+](=O)[O-])c1 (configuration not stated)
→ x	56*	7	-1.6	-12	7	-2.5	0	1	-2

From no. 43 to 45, copied from above:
Second line of a record – BioA inh	VHR inh abs	MazF activator	Vc quorum ag	GDH-TPI counter	SARS 3CLpro inh	UGM FP inh	Rv3671c protease	Mtb FBA inh	SSB-PriA inh
#43 CCN1C(=O)N[C@@H](c2cccs2)C(C(C)=O)=C1C
→ -1.3	-4	2	i	17	x	-1.1	-2	2	-5
#44 CCc1ccc(/C=C/C(=O)C2C(=O)c3ccccc3C2=O)cc1
→ x	-8	-10	i	39*	5	3.4	7	-1	4
#45 CS(=O)(=O)N(CC(=O)NCC1CCCO1)c1cccc([N+](=O)[O-])c1 (configuration not stated)
→ x	56*	7	-1.6	-12	7	-2.5	0	1	-2

Just Vc quorum ag, for some of the entries so far:
no.	Molecule	Vc quorum ag
40	CCCc1nc2ccccc2c(=O)n1/N=C/c1c(C)[nH]n(-c2ccc(C)cc2)c1=O	-0.2
41	O=C(CSc1nnc(-c2cccnc2)n1Cc1ccco1)Nc1nc(-c2ccc(F)cc2)cs1	12
42	C[C@H](CO)N1C[C@H](C)[C@@H](CN(C)Cc2ccc(C(=O)O)cc2)Oc2c(NC(=O)c3ccncc3)cccc2C1=O	i
43	CCN1C(=O)N[C@@H](c2cccs2)C(C(C)=O)=C1C	i

Other compounds
Second line of a record – BioA inh	VHR inh abs	MazF activator	Vc quorum ag	GDH-TPI counter	SARS 3CLpro inh	UGM FP inh	Rv3671c protease	Mtb FBA inh	SSB-PriA inh
#46 COc1ccc(CCNC(=O)C2CCCN(c3nc(C)cc(C)n3)C2)cc1 (configuration not stated)
→ x	5	3	-0.3	0	-2	-0.2	1	-1	-6
#47 O=C(COn1nnc2ccccc21)N1CCN(Cc2ccccc2)CC1
→ x	-2	-8	0.6	-6	6	-2.7	-2	-1	-6
#48 C#CCN(C[C@@H]1[C@@H](OC(=O)NCc2ccc(OC)c(OC)c2)[C@@H](OC(=O)NCc2ccc(OC)c(OC)c2)Cn2c(=O)n(CCCCCC)c(=O)n21)S(=O)(=O)c1ccc(C)cc1
→ 1.0	x	-7	i	4	x	x	x	1	x
#49 Cc1ccc2c(c1)P(=O)(O)c1cc(C)ccc1O2
→ x	x	8	1.2	7	x	x	x	-3	-8
#50 Cn1c(-c2cc3ccccc3oc2=O)nc2ccccc21
→ x	9	4	-0.4	17	4	-0.3	2	1	4
#51 O=[N+]([O-])c1cc(C(F)(F)F)cc([N+](=O)[O-])c1NCCN1CCNCC1
→ x	20	16	i	1	2	-2.6	5	-4	-13
#52 Cc1ccc(-n2ncc3c2CC(C)(C)CC3NC(=O)CCc2ccncc2)cc1 (configuration not stated)
→ 4.3	14	6	-0.3	-1	4	-1.9	-1	-1	0
#53 COc1ccc(NC(=S)N(CCc2c(C)[nH]c3ccccc23)Cc2cccnc2)cc1
→ -0.5	4	8	-0.3	7	0	2.5	-2	7	15
#54 O=C(NC1CCOCC1)C1CCC(=O)N(Cc2ccc(Cl)cc2)C1 (configuration not stated)
→ -2.7	6	-1	0.2	-2	2	-0.8	4	2	1
#55 COc1ccc2[nH]cc(CCNC(=S)NCCc3ccccc3)c2c1
→ -0.2	6	2	i	8	1	-0.9	0	-1	20
#56 O=C(CSc1ccccc1)Nc1ccc(C(=O)Nc2ccc(O)cc2)cc1
→ x	-6	-4	i	5	-5	x	x	3	-22
#57 COc1cc(C(=O)NC2Cc3ccccc3C2)ccc1OC1CCN(C(C)=O)CC1
→ 0.8	9	3	-0.3	4	0	0.8	x	1	2
#58 Cc1ccc(NC(=O)COc2cccc(/C=C3\SC(=S)N(CCC(=O)O)C3=O)c2)cc1Cl
→ x	91	-32	i	4	4	0.4	-19	2	2
#59 Clc1cc2c(c(Cn3cnc4ccccc43)c1)OCOC2
→ 4.2	26	8	-3.2	-1	-2	-1.9	-11	1	-5&10

Results in sequence from the list:
Nos. 46 to 51 in GDH-TPI counter read 0, -6, 4, 7, 17, 1

An excerpt. The share of hits here may be higher or lower than overall.
